Assay outcomes (PubChem BioAssay)
HTR5A inv ag: HTR5A inverse agonism, opioid heterodimer counter-screen; HTR5A cell line, luminescence; AID 504634; inhibition, % at 9.3 µM; P47898; hit rate 0.083% among 340,000; in the data active means inhibition mostly above about 23%, no sharp cut-off; inactive means mostly below about 18%;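 further: 0% = cells with DMSO and 100% = no-cell wells with DMSO; some compounds called inactive have numbers as strong as hits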
OPRM1-OPRD1 ag: agonists of human mu-delta opioid receptor heterodimerization | P35372+P41143 | cells, OPRM1-OPRD1 heterodimerization, luminescence | activation, % at 9.3 µM | hit rate 0.3% among 340,000; in the data active means activation above about 18%;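 further: 0% = vehicle-treated cells and 100% = reference agonist; values of inactives mirror those of a sister screen read the other way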
Target sequence (P35372 whole entry, looked up): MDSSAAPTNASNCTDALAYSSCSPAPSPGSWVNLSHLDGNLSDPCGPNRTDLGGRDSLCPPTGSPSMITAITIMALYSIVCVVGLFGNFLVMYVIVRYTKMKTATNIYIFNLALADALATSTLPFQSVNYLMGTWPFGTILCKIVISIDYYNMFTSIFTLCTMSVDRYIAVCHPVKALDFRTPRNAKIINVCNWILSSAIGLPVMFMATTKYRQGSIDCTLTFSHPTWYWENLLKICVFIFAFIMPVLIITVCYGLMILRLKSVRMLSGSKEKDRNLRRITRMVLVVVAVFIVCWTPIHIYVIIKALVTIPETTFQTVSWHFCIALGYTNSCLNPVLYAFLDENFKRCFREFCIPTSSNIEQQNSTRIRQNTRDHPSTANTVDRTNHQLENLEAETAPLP
Target sequence (P41143 whole entry, looked up): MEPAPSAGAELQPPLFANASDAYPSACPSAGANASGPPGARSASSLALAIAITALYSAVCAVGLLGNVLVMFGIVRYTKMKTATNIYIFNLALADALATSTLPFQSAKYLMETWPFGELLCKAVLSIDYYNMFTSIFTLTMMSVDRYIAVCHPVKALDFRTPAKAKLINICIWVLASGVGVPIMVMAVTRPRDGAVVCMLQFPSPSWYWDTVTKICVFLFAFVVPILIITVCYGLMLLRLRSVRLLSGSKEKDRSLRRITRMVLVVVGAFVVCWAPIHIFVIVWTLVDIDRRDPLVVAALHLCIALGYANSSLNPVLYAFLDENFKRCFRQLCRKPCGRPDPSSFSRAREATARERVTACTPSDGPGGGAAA
CAL PDZ FP: CAL PDZ (human) peptide binding inhibition; Q9HD26; purified CAL PDZ, TMR-peptide fluorescence polarization, 1 h; inhibition, % at 24.9 µM; hit rate 0.92% among 300,000;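 active means mean inhibition of at least 30% with at least half of replicates also reaching 30%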;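 further: 0% = DMSO neutral control and 100% = excess unlabeled competitor peptide PRC23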
LANA DNA inh: KSHV C-LANA DNA binding inhibition; hit rate 0.078% among 340,000; inhibition, % at 9 µM; MBP-C-LANA/FAM-LBS DNA binding, fluorescence polarization; AID 504423;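 active means highest replicate inhibition at or above 60% at 9 µM, even if other replicates fall short; inactive means all replicates below 60% inhibition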;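 further: 0% = neutral control wells and 100% = 4 µM acridine orange control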
Keap1 Nrf2 FP: disrupts human Keap1 binding to Nrf2 peptide; hit rate 0.15% among 340,000; Keap1 Kelch-Nrf2 peptide fluorescence polarization, 1536-well; AID 504523; Q14145; inhibition, % at 9.4 µM; in the data active means inhibition above about 12%;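 further: human Keap1 Kelch domain with fluorescein labeled Nrf2 9mer peptide probe; 0% = neutral control wells and 100% = peptide positive control; higher means more block of Keap1 binding to Nrf2 peptide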
MOR-DOR inv ag: mu-delta opioid heterodimer inverse agonism. inhibition, % at 9.3 µM. AID 504357. cell-based MOR-DOR heterodimer luminescence. hit rate 0.21% among 340,000; in the data active means inhibition above about 22%, passing the limit was not always enough;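 further: 0% = cells with DMSO and 100% = wells without cells with DMSO; values of inactives mirror those of a sister screen read the other way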
RTF Ca sens inh: cardiac RTF calcium desensitization. P19429+P45379. IANBD-labeled cardiac RTF, Ca2+ fluorescence. inhibition, % at 7.15 µM. hit rate 0.12% among 340,000;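 active means inhibition above the mean inhibition of all tested compounds plus 3 SD, cut at about 17% in these data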;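 further: assay run at fixed EC70 calcium of 1.6 mM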
HTR5A ag: HTR5A agonism, opioid heterodimer counter-screen; P47898; HTR5A agonist assay, luminescence, cell-based; activation, % at 9.3 µM; hit rate 0.61% among 340,000; AID 504692; in the data active means activation mostly above about 9.5%, no sharp cut-off; inactive means mostly below about 7.6%;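 further: 0% = cells with vehicle only and 100% = reference agonist; strong numbers were not always called active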
V-ATPase pH: regulators of yeast V-ATPase proton transport; S. cerevisiae, pHLuorin cytosolic pH fluorescence; response, % at 10 µM; hit rate 0.37% among 350,000; in the data active means response mostly above about 7.3%, no sharp cut-off; inactive means mostly below about 5.4%; further: actives read high; inactives centre near 0; some compounds called inactive have numbers as strong as hits; reference of the scale not given here
cardiac RTF act: increases calcium sensitivity of human cardiac regulated thin filaments; P19429+P45379; IANBD-labeled TnC RTF fluorescence at EC20 calcium; 0% EC20 calcium, 100% full calcium; activation, % at 7.2 µM; hit rate 0.24% among 340,000;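 active means activation above the mean over all tested compounds plus 3 SD, cut at about 30% in these data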;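 further: rise in fluorescence read as greater calcium sensitivity of cardiac thin filaments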
* marks the source's active call; other numbers are inactive results; . = not tested or not shown.

SMILES | HTR5A inv ag | OPRM1-OPRD1 ag | CAL PDZ FP | LANA DNA inh | Keap1 Nrf2 FP | MOR-DOR inv ag | RTF Ca sens inh | HTR5A ag | V-ATPase pH | cardiac RTF act
Cc1ccc2nc(-c3ccc(NC(=O)COC(=O)c4cncc(Br)c4)cc3)sc2c1 | -2 | 0.3 | -6 | -1.5 | -1 | -2 | 0 | 1 | 1 | 1
COc1ccccc1/C=C(\NC(=O)c1cccc(C)c1)C(=O)Nc1ccccn1 | 1 | -3.1 | -4 | 1.7 | -4 | 15 | -10 | 0 | 3 | -1
COc1ccc2cc(CN(CCO)C(=O)c3ccc(Br)cc3)c(=O)[nH]c2c1 | -9 | -0.8 | -3 | -1.9 | -1 | 4 | -7 | 6 | -1 | 4
Cc1ccc(OCC(=O)N2c3ccccc3NC(=O)C2(C)C)c([N+](=O)[O-])n1 | 7 | 0.2 | -4 | -1.4 | 1 | -1 | -9 | -3 | -2 | 2
CC(C)CC(NC(=O)OC(C)(C)C)c1cn([C@@H](Cc2cc3ccccc3[nH]2)C(=O)N2CCN(C(=O)OC(C)(C)C)CC2)nn1 (stereo partly specified) | 22 | -1.0 | -7 | 0.0 | 1 | 6 | 4 | -8 | 2 | -9
CC(NC(=O)c1ccccc1F)c1nnc(SCC(=O)Nc2nnc(C3CC3)s2)n1C (stereo unspecified) | 22 | -0.9 | 2 | 1.8 | -2 | 6 | -7 | -8 | 0 | 4
O=C(NNS(=O)(=O)c1ccc(Cl)cc1Cl)c1cc2ncc(C(F)(F)F)cc2s1 | -20 | -2.6 | -4 | 1.8 | 3 | 13 | 1 | 8 | 3 | -3
COc1ccc(C(C#N)Nc2ccccc2OC)cc1 (stereo unspecified) | 1 | -2.0 | -1 | -0.6 | -5 | 10 | -8 | 0 | 0 | 0
Cc1ccc(SCc2cc(=O)[nH]c(SCC(=O)Nc3cc(Cl)ccc3Cl)n2)cc1 | 9 | -5.9 | -3 | 0.4 | -5 | 28 | -2 | 6 | -1 | 9
COc1cccc(C(C#N)N2N=C(C)CC2(C)C)c1O (stereo unspecified) | -17 | 0.0 | -1 | -1.5 | 1 | 0 | -7 | -3 | -2 | -1
O=C1CC(Sc2ncccc2C(=O)O)C(=O)N1 (stereo unspecified) | 3 | -0.5 | -5 | -0.5 | 4 | 3 | 6 | -1 | -4 | -1
O=C(Nc1cc(S(=O)(=O)N2CCOCC2)ccc1N1CCCCC1)c1ccccc1Br | -13 | 0.7 | -2 | 0.4 | -2 | -3 | -5 | 3 | 2 | -9
Cc1cc(S(=O)(=O)n2[nH]c(=O)c(CCO)c2C)c(Cl)cc1Cl | -4 | -0.8 | -5 | -2.3 | -4 | 4 | -6 | 1 | 0 | -2
O=C(NCc1cccs1)C(=O)NCC(c1ccco1)N1CCN(c2ccccc2)CC1 (stereo unspecified) | -18 | -1.8 | -2 | -1.4 | -3 | 10 | -13 | -3 | 1 | 0
O=C(Nc1ncc2c(n1)CC(c1cccc(Cl)c1)CC2=O)c1ccco1 (stereo unspecified) | -10 | -2.5 | 0 | -0.7 | 7 | 13 | 1 | 6 | -4 | -2

Compounds listed so far containing fluorine (2):
SMILES | HTR5A inv ag | OPRM1-OPRD1 ag | CAL PDZ FP | LANA DNA inh | Keap1 Nrf2 FP | MOR-DOR inv ag | RTF Ca sens inh | HTR5A ag | V-ATPase pH | cardiac RTF act
CC(NC(=O)c1ccccc1F)c1nnc(SCC(=O)Nc2nnc(C3CC3)s2)n1C (stereo unspecified) | 22 | -0.9 | 2 | 1.8 | -2 | 6 | -7 | -8 | 0 | 4
O=C(NNS(=O)(=O)c1ccc(Cl)cc1Cl)c1cc2ncc(C(F)(F)F)cc2s1 | -20 | -2.6 | -4 | 1.8 | 3 | 13 | 1 | 8 | 3 | -3

Continued:
SMILES | HTR5A inv ag | OPRM1-OPRD1 ag | CAL PDZ FP | LANA DNA inh | Keap1 Nrf2 FP | MOR-DOR inv ag | RTF Ca sens inh | HTR5A ag | V-ATPase pH | cardiac RTF act
COc1ccccc1N1CCN(C(=O)C2CCN(S(=O)(=O)N3CCOCC3)CC2)CC1 | 18 | -2.1 | -4 | 0.6 | -2 | 12 | -5 | 0 | 7 | 9
O=C(CN1CCN(c2ccccc2F)CC1)Nc1ccc2c(c1)CCC2 | 3 | 0.5 | -3 | 0.5 | 1 | -4 | -4 | -1 | -2 | -6
Cc1cc(=O)oc2cc(OCC(=O)NC3CCCCC3)ccc12 | -8 | 0.9 | -1 | 0.5 | -6 | -6 | -24 | -2 | -4 | -1
Cc1ccc(Nc2nc(N/N=C/c3c[nH]c4ccccc34)nc(N3CCOCC3)n2)cc1 | -4 | 19* | -6 | -0.4 | -7 | -113 | 4 | 1 | 4 | -3
OC1CCN(c2ncnc3nc[nH]c23)CC1 | -4 | -1.5 | . | 0.6 | -4 | 9 | -5 | 1 | -2 | 4
CCc1ccc(/C=C2/C(=O)N(c3ccccc3)C(=S)N2CC(=O)OC)s1 | 13 | 4.4 | 0 | 1.4 | -1 | -20 | -4 | 6 | 0 | 13
Cc1ccc(Nc2c(-c3ccccc3O)nc3cnccn23)cc1 | -5 | 1.9 | 1 | -0.3 | -6 | -11 | -1 | 2 | 3 | -2
Cc1[nH]c2ccccc2c1/C=N/NC(=O)c1cc(C(C)C)[nH]n1 | 10 | -2.0 | 6 | 5.1 | -1 | 10 | -5 | 1 | 5 | 5
CCN(C(=O)CC(C)C)c1nnc(Cn2nnc3ccccc32)s1 | 1 | -0.7 | -1 | 0.6 | -1 | 4 | 0 | 0 | 2 | -1
O=C(NN=C1C2CC3CC(C2)CC1C3)c1cccs1 | -4 | 0.8 | -5 | -0.2 | -3 | -4 | -6 | -1 | -3 | -6
COc1cc2c(cc1OC)/C(=C/C(=O)c1ccc(NC(C)=O)cc1)NCC2 | 3 | 0.0 | 2 | -4.6 | -2 | 0 | -2 | -1 | 3 | 1
Cc1ccc(-c2cn3cc(C)ccc3n2)cc1 | -11 | 1.2 | -2 | -2.3 | -1 | -6 | -2 | 4 | 4 | -2
CC(C)[C@H](NC(=O)Cc1ccccc1)C(=O)OCc1cc(=O)n2c(n1)sc1ccccc12 | 1 | 0.5 | -4 | -1.8 | -3 | -3 | 6 | 10 | 1 | 4
CCCCCOc1ccc(C(=O)OCC(=O)Nc2cc(C)c(C)cc2[N+](=O)[O-])cc1 | -12 | -1.2 | -5 | 0.1 | 3 | 6 | -1 | 5 | -1 | 0
Cc1ccc(C)c(NS(=O)(=O)c2ccc(OCC(=O)N3CCCC3)cc2)c1 | 3 | -0.7 | . | -0.8 | -6 | 4 | 0 | 3 | 4 | 7
Cc1ccc(CN2CCNC(=O)C2CC(=O)N(C)Cc2cnccn2)cc1 (stereo unspecified) | 0 | -2.5 | -4 | 0.6 | -4 | 13 | 2 | 0 | -2 | 5
O=[N+]([O-])c1cc(S(=O)(=O)O)cc([N+](=O)[O-])c1NN(c1ccccc1)c1ccccc1 | -16 | 3.5 | -6 | 2.8 | -3 | -18 | -2 | 4 | 2 | -3
O=C(Nc1ccccc1)OCCOc1ccccc1 | -13 | 0.5 | 4 | -0.2 | 3 | -3 | 0 | 0 | 0 | -8
CCOC(=O)C1C(=O)NC(SCC(=O)OC)=C(C#N)C1c1ccccc1OCC (stereo unspecified) | -14 | 0.6 | . | -0.4 | 3 | -3 | -2 | 1 | -6 | -6
CC(c1ccccc1)n1c(N2CCN(C)CC2)nc2c1c(=O)[nH]c(=O)n2C (stereo unspecified) | -3 | -3.2 | -5 | -0.3 | -2 | 16 | 7 | 1 | -2 | -4
N#CC(C#N)=C(Nc1ccc(F)cc1)SCc1cccc(Br)c1 | -9 | 1.5 | -2 | -0.5 | -3 | -8 | -6 | 3 | 2 | 3
CSc1ccc(/C=N/NC(=O)CNc2ccc3ccccc3c2)cc1 | -18 | 3.0 | -3 | -0.1 | 0 | -19 | 10 | 7 | -1 | 0
CCOC(=O)C1=CN2CCCC[C@@H]2CC1=O | -39 | -1.3 | -4 | -0.2 | -1 | 7 | -2 | 15 | 1 | -1
COc1cccc(/C=C/C(=O)OCC(=O)NCc2ccc3c(c2)OCO3)c1 | 12 | -2.3 | -1 | -1.1 | -2 | 9 | -11 | -5 | 0 | 2
CC(CCc1ccccc1)NC(=O)C1CCN(S(=O)(=O)c2cnc[nH]2)CC1 (stereo unspecified) | -23 | 0.4 | 1 | 0.4 | 0 | -2 | -4 | -1 | 4 | -2
O=[N+]([O-])c1ccccc1S(=O)(=O)c1ccccc1 | -10 | -1.3 | -1 | 0.4 | -3 | 7 | -7 | 3 | 2 | 10
COc1ccc(-c2cc(C#N)nc(N3CCNCC3)n2)cc1 | -17 | -1.6 | -4 | 0.4 | 3 | 8 | -14 | -2 | 0 | 1
CN1C(=O)/C(=C2/C=Cc3ccccc3N2CCCS(=O)(=O)O)SC1=S | 21 | -6.3 | -1 | -1.2 | -6 | 32* | 11 | -8 | 1 | -6
CCOC(=O)C1(CCOc2ccccc2)CCN(C(=O)CCSC)CC1 | -23 | -3.1 | -4 | -0.1 | 1 | 15 | 1 | 6 | 1 | -6
CCCN(C(=O)c1ccc(OCC(C)C)cc1)c1c(N)n(Cc2ccccc2)c(=O)[nH]c1=O | -10 | -2.4 | -2 | . | . | 12 | 3 | 4 | -2 | -8
CCOC(=O)c1c(N)n(-c2ccc(N)cc2)c2nc3ccccc3nc12 | -5 | 1.5 | 4 | -1.7 | -3 | -11 | -22 | 2 | 6 | 5
Cc1ccc(NC(=O)CCOc2ccccc2)cc1 | -3 | -2.1 | -10 | -1.5 | -5 | 10 | -3 | 1 | 5 | 2
CC12CCC(=O)N1C(C(=O)NCCc1ccc(F)cc1)CS2 (stereo unspecified) | 4 | -4.2 | . | -2.3 | -6 | 21 | -9 | -2 | -1 | 4
COc1cc(S(=O)(=O)N2CCC(O)(c3cccc(C(F)(F)F)c3)CC2)ccc1-n1cnnn1 | -6 | -1.5 | -3 | 1.3 | 2 | 9 | -3 | 2 | -1 | -2
CCOC(=O)c1c(C)[nH]c(C)c1S(=O)(=O)NCc1ccccc1OCC | -1 | -0.8 | -6 | 1.7 | -1 | 4 | 2 | -3 | -3 | -2
O=C(Cn1ccc(C(F)(F)F)n1)Nc1cccc(S(=O)(=O)N2CCCCC2)c1 | -10 | -1.2 | -9 | -1.3 | 1 | 7 | -7 | 4 | 2 | -6
CCc1c(C(=O)Nc2nnc(C3CC3)s2)csc1C | 1 | 1.8 | -2 | 1.6 | 0 | -10 | 2 | 4 | 0 | -3
C/C(=N/NC(=O)Cc1cccc2ccccc12)c1cccs1 | -24 | 3.5 | -4 | -1.7 | -6 | -21 | 0 | 0 | 1 | 1
O=C(CCNS(=O)(=O)c1ccc(Br)cc1)NC1CCCCC1 | -8 | -0.4 | . | -1.0 | -3 | 2 | -24 | 0 | -2 | 2
CC(C)(C)Nc1c2ccccc2nc2ccccc12 | -16 | -1.6 | -6 | -2.1 | -4 | 7 | -3 | 5 | 0 | -3
Cn1ncc2c(NNC(=O)Cc3cccc4ccccc34)ncnc21 | -4 | -3.9 | 1 | 4.1 | -4 | 21 | 2 | 0 | 1 | -2
CC(NC(=O)c1ccc2ccccc2n1)c1ccc(S(N)(=O)=O)cc1 (stereo unspecified) | 10 | 1.0 | -4 | 0.5 | -4 | -8 | -5 | -3 | -2 | -5
Cc1ccc(S(=O)(=O)N(C)C)cc1NC(=O)COC(=O)c1n[nH]c(=O)c2ccccc12 | -5 | -1.0 | -1 | -0.6 | -5 | 5 | 9 | 2 | -2 | -2

An unsorted share of the library; about 2.8% have a hit in one of these screens.
